EPAC1 antag = EPAC1 (human) antagonism; O95398; EPAC1 GEF assay, Rap1b-BODIPY-GDP exchange fluorescence; Potency, µM (series often up to 115 µM), for the others: top-dose activity change, negative = inhibition, hits mostly inhibitors; 0.14% of 360,000 active;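 note: potency is the fitted concentration of half-maximal effect; plate controls were vehicle for no effect and positive control for full effect; nearly all actives have a fitted effect of over 50% in size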
EPAC1 agonist = agonists of human EPAC1; O95398; EPAC1 agonist qHTS, biochemical assay; response scale: 100% = response to 6.5 mM cAMP; Potency, µM (doses to about 154 µM), for the others: at the top dose activation, most hits filed as activators; 0.073% of 360,000 active; AID 720707; note: potency is the fitted concentration of half-maximal effect; nearly all actives have a fitted effect of over 60% in size
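Nucleotide exchange assay: 100 nM EPAC1 with 250 nM Rap1B loaded with BODIPY-GDP and 50 uM GDP, room temperature. Fluorescence (480/540 nm) read every 5 min for 30 min; signal change normalized to 6.5 mM cAMP as full agonist.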
IL-2 act = IL-2 activation. AID 652025. activation, % (series mostly up to about 46 µM). 0.065% of 360,000 active. IL-2 activation reporter assay, cell-based qHTS; stimulated with anti-CD3/CD4/CD28 beads; in transgenic mouse T cells; in the data active = activation above about 50%; inconclusive = mostly about 30% to 49%; note: 0% is about no effect
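Readout: EGFP and DsRed signals by fluorescent plate cytometry. Unstimulated transgenic mouse T cells received compound 60 min before antibody-bead stimulation, then incubated 18 h at 37 degrees C.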
PI5P4K alpha inh = PI5P4K alpha (human) kinase inhibition; PI5P4Kalpha enzyme, ADP-Glo luminescence, 60 min; stronger effect = lower value; 1.2% of 330,000 active; max response, %; active = max response of -50% or lower; inconclusive = between -30% and -50%; inactive = -30% or higher; note: value at the top dose of about 77 µM; % is set by controls: 0 for no effect and ±100 for the full control effect
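ADP-Glo luminescence end-point after a 60 min room-temperature kinase reaction. PI5P4Kalpha and substrate in HEPES pH 7.4 buffer with EGTA, 0.1% CHAPS and 5% DMSO; ATP at 5 microM final.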
EPAC2 ag = activates human EPAC2 exchange factor; 0.079% of 360,000 active; Potency, µM (top dose mostly 154 µM), inactives show at the highest dose activation, actives largely listed as activators; EPAC2 activation, biochemical qHTS; response scale: 100% = 6.5 mM cAMP response; note: potency is the fitted concentration of half-maximal effect; nearly all actives have a fitted effect of over 50% in size
Target sequence (Q8WZA2 whole entry, looked up): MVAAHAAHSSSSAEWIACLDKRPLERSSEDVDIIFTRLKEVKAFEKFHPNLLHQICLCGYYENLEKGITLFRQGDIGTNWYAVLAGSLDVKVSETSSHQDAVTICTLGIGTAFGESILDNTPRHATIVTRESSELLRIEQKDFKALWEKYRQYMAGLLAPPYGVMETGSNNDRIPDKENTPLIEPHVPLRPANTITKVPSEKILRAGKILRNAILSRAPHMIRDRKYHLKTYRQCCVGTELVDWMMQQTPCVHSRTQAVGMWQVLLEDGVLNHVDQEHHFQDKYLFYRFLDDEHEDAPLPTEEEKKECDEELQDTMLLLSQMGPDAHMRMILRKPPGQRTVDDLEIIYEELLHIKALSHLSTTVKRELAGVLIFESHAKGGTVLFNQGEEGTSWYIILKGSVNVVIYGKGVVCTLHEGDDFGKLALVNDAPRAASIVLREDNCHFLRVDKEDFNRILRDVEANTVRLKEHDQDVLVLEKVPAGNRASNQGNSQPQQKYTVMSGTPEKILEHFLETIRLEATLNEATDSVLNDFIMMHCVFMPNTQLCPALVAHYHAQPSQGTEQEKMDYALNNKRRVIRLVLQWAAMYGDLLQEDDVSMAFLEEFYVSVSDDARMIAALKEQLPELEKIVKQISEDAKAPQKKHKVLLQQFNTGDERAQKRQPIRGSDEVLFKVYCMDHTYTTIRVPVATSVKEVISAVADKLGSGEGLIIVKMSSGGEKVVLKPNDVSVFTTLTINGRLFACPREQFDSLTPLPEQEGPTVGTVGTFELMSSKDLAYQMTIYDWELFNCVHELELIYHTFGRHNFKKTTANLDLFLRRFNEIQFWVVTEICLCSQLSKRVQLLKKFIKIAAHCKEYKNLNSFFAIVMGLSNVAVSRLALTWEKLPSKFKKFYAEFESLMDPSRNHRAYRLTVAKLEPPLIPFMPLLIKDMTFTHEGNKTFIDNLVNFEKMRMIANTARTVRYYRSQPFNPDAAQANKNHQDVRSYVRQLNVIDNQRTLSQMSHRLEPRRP
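In this primary screen, activation is scored as increased exchange of BODIPY-GDP from Rap1B by 100 nM EPAC2, with 50 uM GDP as competitor. Signal is normalized to the 6.5 mM cAMP agonist control.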
CCT modulator = cytosolic chaperonin activity modulation. AID 651819. 0.3% of 360,000 active. activity change, % (no concentration beside the values), hits read low. purified chaperonin ATPase assay, HTRF ADP detection, 30 min; in the data active = activity change below about -30%; note: % is set by controls: 0 for no effect and ±100 for the full control effect
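We incubate TRiC, 40 or 20 nM final, with library compounds at 76 uM and 10 uM ATP for 30 min at 37 °C. ADP formed is detected with Transcreener HTRF reagents after 30 min at room temperature.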
WRN helicase inh = WRN helicase (human) inhibition; 0.46% of 360,000 active; Q14191; WRN helicase unwinding, fluorescent forked duplex, kinetic; Potency, µM (series often up to 114 µM), for the others: top-dose activity change, negative = inhibition, hits mostly inhibitors; note: potency is the fitted concentration of half-maximal effect; % is set by controls: 0 for no effect and ±100 for the full control effect; nearly all actives have a fitted effect of over 55% in size
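Kinetic fluorescence helicase assay: unwinding of a quenched forked DNA duplex (100 nM final) with 2 mM ATP final raises red fluorescence (525/598 nm). Compounds sat 15 min at room temperature with 20 nM WRN beforehand.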
PLK1 PBD block = blocks phosphopeptide binding to human PLK1 polo-box domain. Plk1 PBD binding of FITC phosphopeptide, fluorescence polarization. Potency, µM, inactives show max response, negative = inhibition, most hits filed as inhibitors. 2.8% of 360,000 active. AID 720504; note: potency is the fitted concentration of half-maximal effect; series mostly up to about 57 µM; % is set by controls: 0 for no effect and ±100 for the full control effect; nearly all actives have a fitted effect of over 65% in size
Numbers without * were called inactive; ? = inconclusive; · = no result given; [ ] = dose if it differs, or a comment. Unless noted, calls come from the whole dose curve; as a rule, active = well fitted curve in the direction sought with a large enough effect; inconclusive = small, poorly fitted or top-dose-only effect, or another doubt; inactive = no such curve, though single readings can be large; an effect the other way counts as inactive or inconclusive. Some of the compounds tested, so the mix of outcomes need not match the whole.

SMILES | EPAC1 antag | EPAC1 agonist | IL-2 act | PI5P4K alpha inh | EPAC2 ag | CCT modulator | WRN helicase inh | PLK1 PBD block
OCC1(CCc2ccccc2)CCN(Cc2ccc(OC(F)F)cc2)CC1 | -1.1% | 3.9% | -1.8 | 17.2 | -0.2% | -1.5 | -10.1% | 3.6%
COc1cccc(-n2nnnc2SCC(=O)N2CCCc3ccccc32)c1 | -17.1% | 17.5% | -2.2 | · | 15.5% | -0.5 | -16.9% | -26.7%
COc1cccc(-n2nnnc2SCC(=O)Nc2cccc(C)n2)c1 | 5.0% | 10.1% | -1.4 | · | 8.2% | -2.3 | -6.2% | -5.9%
CC(C)(C)c1cc(NCc2ccccn2)n2ncc(-c3ccccc3)c2n1 | -25.4% | 12.8% | -5.1 | 29.5 | -2.8% | -2.9 | -18.7% | -5.1%
O=C1CC(c2ccccc2Cl)=NN(c2ncnc3ccccc23)C1=O | 11.3% | 2.5% | -0.6 | -8.1 | 2.8% | -3.4 | -3.7% | -9.5%
O=C(OCCCCOC(=O)c1ccccc1)c1ccccc1 | -18.4% | 0.2% | 0.2 | 9.5 | 5.6% | 1.4 | -18.4% | -11.3%
C=C1CC(C)OC(c2ccccc2OCC(O)CN2CCCCC2)C1 (stereo unspecified) | 15.9% | -11.1% | 0.4 | -2.8 | -4.6% | 0.0 | 8.0% | -2.1%
Cc1nc2ccc(S(=O)(=O)NCC(=O)O)cc2s1 | 13.4% | -3.4% | 0.2 | -16.0 | 6.9% | 3.6 | 2.7% | -18.6%
Cc1ccc(NC(=O)c2ccccc2NS(=O)(=O)c2ccc(Cl)s2)cc1S(=O)(=O)N1CCOCC1 | -6.0% | -7.0% | -0.4 | ? | -3.1% | -2.9 | -30.4% | ?
ON1C(c2ccc(Cl)cc2Cl)N(O)[C@H]2CCCC[C@H]21 (stereo partly specified) | 12.1% | 8.8% | -0.1 | -1.3 | 3.5% | -1.2 | 5.4% | -7.8%
O=C(Nc1ccc(O)cc1)c1cccc(Oc2ccc([N+](=O)[O-])cc2)c1 | -18.3% | 16.9% | -1.2 | 0.9 | 23.4% | -0.5 | -6.6% | -7.2%
CCOC(=O)C1=C(C)N=c2s/c(=C/c3ccc(OCC(=O)O)c(OC)c3)c(=O)n2C1c1ccc(Cl)cc1 (stereo unspecified) | ? | ? | 0.6 | ? | -9.3% | 1.9 | 28.2µM* | 6.1%
CSc1ccccc1NC(=O)c1ccco1 | 12.9% | 6.4% | -1.2 | · | -3.7% | 1.5 | -1.8% | 0.4%
c1ccc(OC2CCCCC2N2CCOCC2)cc1 (stereo unspecified) | 8.1% | 0.0% | 0.6 | 0.1 | -2.4% | -1.1 | -0.4% | 1.0%
O=C(CN1C(=O)NC2(CCCCCC2)C1=O)NCc1ccco1 | -19.2% | 1.5% | 0.9 | 6.8 | 5.1% | -0.7 | 11.6% | -7.4%
O=C1C(=Cc2ccco2)CCC1=Cc1ccco1 | ? | 10.2% | 0.4 | -83.5* | 16.5% | 0.3 | 3.55µM* | ?
Cc1ccc(N2NC3(CCN(C(N)=O)CC3)NC2=O)cc1 | 10.5% | 1.3% | 0.5 | 0.4 | 0.4% | 2.9 | -4.7% | -4.4%
CCOC(=O)c1csc(NC(=O)CCSc2ccccc2)n1 | -27.9% | -11.3% | 1.5 | -3.6 | -3.1% | -5.0 | -1.1% | -13.5%
O=C(C1CC(=O)N(c2ccc3c(c2)OCCO3)C1)N1CCCC(C(F)(F)F)C1 (stereo unspecified) | 16.2% | -3.0% | -1.5 | 17.4 | 0.4% | 2.2 | -3.8% | 1.1%
CCn1c2ccccc2c2nn(C)c(=N)nc21 | 2.8% | 3.4% | 1.6 | -2.7 | -2.2% | 1.8 | -6.0% | 0.3%
O=S(=O)(c1ccc(SCCOc2ccccc2)nc1)N1CCCC1 | -28.3% | 13.5% | -0.4 | 7.3 | 8.3% | -0.3 | -12.5% | -0.6%
COCCNc1nnc(SCC(=O)NC(=O)c2ccccc2OC)s1 | 5.4% | 0.5% | 0.0 | 1.6 | 4.1% | -2.2 | -25.1% | -8.5%
CCOC(=O)c1ccc(NC(=O)CCc2nc(-c3ccc(Cl)cc3)no2)cc1 | 8.2% | 7.2% | -1.4 | 7.0 | -8.9% | -0.5 | -5.9% | 1.4%
CC1CN=C(N(C(=O)Nc2ccccc2)C(C)C)S1 (stereo unspecified) | 7.5% | 1.2% | -1.2 | 5.3 | -3.5% | 1.3 | 8.2% | -4.5%
O=c1cc(CN2CCN(c3ccccn3)CC2)nc2sccn12 | -3.1% | 9.0% | -1.8 | -2.1 | 3.5% | -0.3 | 7.6% | -16.8%
FC(F)(F)c1cccc(N2CCN(Cc3ccoc3)CC2)c1 | 4.8% | -4.0% | -1.8 | · | -4.7% | 2.2 | -18.4% | -5.0%
Cc1ccnc(N2CCC(C(=O)NNC(=O)COc3cccc4ccccc34)CC2)n1 | -7.0% | -6.5% | -1.7 | 0.8 | 1.4% | -4.3 | -4.2% | -8.8%
C/C(=N\N=C(N)N)c1ccc(Cl)c(Cl)c1 | 3.4% | 9.6% | -0.8 | 3.3 | 5.3% | 1.6 | 5.4% | -7.6%
CC(C)(CNC(=O)c1cc(=O)[nH]c2ccccc12)N1CCOCC1 | 0.2% | 1.2% | -2.1 | -7.3 | 5.3% | -30.0 | 13.4% | ?
COc1cc(NC(=O)CSc2ncnc3sc4c(c23)CCCC4)c(C(=O)O)cc1OC | -12.9% | 7.8% | 0.7 | -25.2 | 6.6% | -1.6 | -24.5% | 26.7µM*
COc1ccc(NC(=O)c2c(NC(=O)CCC(=O)O)sc(-c3ccccc3)c2C)cc1 | -14.8% | -1.9% | -1.2 | -10.5 | 4.3% | -1.9 | 2.9% | 23.8µM*
CCNC(=S)NNC(=O)c1cc(C2CC2)nc2ccccc12 | -3.2% | 6.9% | -1.9 | · | 11.1% | -3.5 | -6.9% | -10.0%
O=C(COc1ccc(-n2cnnn2)cc1)NC(=O)NCc1ccccc1 | 0.0% | 3.4% | -1.0 | -15.4 | 2.0% | 0.3 | -7.9% | -3.3%
CN1C(=O)N(C)C2(c3ccccc3)Nn3c(s/c(=C/c4ccco4)c3=O)=NC12c1ccccc1 (stereo unspecified) | 9.8% | 13.0% | -0.7 | · | -1.9% | -2.7 | -4.3% | -11.4%
Cc1cc(C)c(NC(=O)CNC(=O)CSc2nnc(N)s2)c(C)c1 | -4.0% | 20.0% | 0.6 | 3.4 | 6.8% | -0.8 | 0.0% | -5.4%
CCN(CC)CCCNc1ncnc2scc(-c3ccc(F)cc3)c12 | -2.7% | -10.3% | 0.9 | -1.8 | 3.6% | 1.0 | -2.3% | 0.4%
Cc1cc(=O)oc2cc(NS(=O)(=O)c3ccc(F)cc3)ccc12 | 10.9% | -2.7% | -3.7 | 4.0 | -1.0% | 0.3 | 1.5% | -3.3%
Cc1ccc(C(=O)c2ccc(N3CCN(C)CC3)c([N+](=O)[O-])c2)cc1 | 17.5% | -4.7% | -0.1 | 0.0 | 0.8% | 0.2 | -3.4% | -8.9%
COC(=O)[C@]12CCCCC=C1N(CCC1=CCCCC1)C(=O)[C@H](CC(=O)N1CCCCC1)C2 | 4.7% | -8.6% | -1.1 | -3.9 | 0.9% | -0.6 | 4.7% | -1.3%
C=C(C)Cn1c2ccc(NC(=O)NCCc3cccs3)cc2c(=O)n1C | 3.6% | 2.2% | 0.1 | -1.9 | 3.4% | -0.5 | -3.1% | -26.3%
COc1cccc([C@@H]2Oc3ccc(Br)cc3C(=O)[C@H]2OC(=O)NC2CCCC2)c1 | -11.6% | -8.4% | 0.3 | -0.1 | 9.5% | -1.0 | -2.1% | 0.5%
Cc1ccc(C2=NOC(C)(c3nnc(-c4ccc(F)cc4)o3)C2)cc1 (stereo unspecified) | -20.3% | 0.5% | 0.8 | 1.3 | 11.6% | 1.4 | -6.4% | -1.8%
c1ccc(CNc2ncnc3c2cnn3Cc2ccccc2)cc1 | -4.7% | 11.5% | -1.2 | · | 15.1% | -2.9 | -10.5% | -2.5%
Cc1ccccc1NC(=O)C1CC(=O)n2ncnc2N1 (stereo unspecified) | 3.4% | -7.6% | 1.0 | 0.5 | 4.6% | -3.7 | 10.4% | 3.8%
COc1ccc(S(=O)(=O)NC(C)c2ccccc2)cc1C(=O)N1CCCCC1 (stereo unspecified) | -8.6% | 4.7% | 1.3 | -6.3 | 1.2% | -2.8 | -12.7% | -2.9%
COc1ccc(-c2nn(C)c(=O)[nH]2)cc1 | -20.6% | -7.8% | 1.0 | 1.4 | 6.1% | -0.5 | 5.6% | -1.9%
CC(C)(C)c1ccccc1OCCCCCNCCO | 1.9% | -9.6% | -3.4 | · | -0.5% | 0.1 | -16.0%[11.6 µM] | -1.1%
COc1ccccc1CCC(=O)Nc1ccc(OC)c(S(=O)(=O)N2CCOCC2)c1 | -5.1% | 9.8% | -1.4 | 0.9 | -4.6% | 0.6 | -0.6% | 2.1%

At a glance, some entries already given:
SMILES | EPAC1 antag | EPAC1 agonist | IL-2 act | PI5P4K alpha inh | EPAC2 ag | CCT modulator | WRN helicase inh | PLK1 PBD block
COc1cccc([C@@H]2Oc3ccc(Br)cc3C(=O)[C@H]2OC(=O)NC2CCCC2)c1 | -11.6% | -8.4% | 0.3 | -0.1 | 9.5% | -1.0 | -2.1% | 0.5%
Cc1ccc(C2=NOC(C)(c3nnc(-c4ccc(F)cc4)o3)C2)cc1 (stereo unspecified) | -20.3% | 0.5% | 0.8 | 1.3 | 11.6% | 1.4 | -6.4% | -1.8%
c1ccc(CNc2ncnc3c2cnn3Cc2ccccc2)cc1 | -4.7% | 11.5% | -1.2 | · | 15.1% | -2.9 | -10.5% | -2.5%
Cc1ccccc1NC(=O)C1CC(=O)n2ncnc2N1 (stereo unspecified) | 3.4% | -7.6% | 1.0 | 0.5 | 4.6% | -3.7 | 10.4% | 3.8%
COc1ccc(S(=O)(=O)NC(C)c2ccccc2)cc1C(=O)N1CCCCC1 (stereo unspecified) | -8.6% | 4.7% | 1.3 | -6.3 | 1.2% | -2.8 | -12.7% | -2.9%
COc1ccc(-c2nn(C)c(=O)[nH]2)cc1 | -20.6% | -7.8% | 1.0 | 1.4 | 6.1% | -0.5 | 5.6% | -1.9%
CC(C)(C)c1ccccc1OCCCCCNCCO | 1.9% | -9.6% | -3.4 | · | -0.5% | 0.1 | -16.0%[11.6 µM] | -1.1%
COc1ccccc1CCC(=O)Nc1ccc(OC)c(S(=O)(=O)N2CCOCC2)c1 | -5.1% | 9.8% | -1.4 | 0.9 | -4.6% | 0.6 | -0.6% | 2.1%

Screening data deposited in PubChem by National Center for Advancing Translational Sciences (NCATS).
